UTI89 phage lysis: inhibition of K1F phage lysis, E. coli UTI89, bacterial capsule biogenesis inhibitors, alamar blue (AID 488966); E. coli UTI89 K1F phage lysis, alamar blue, 2 h; higher % means a stronger effect; one-dose inhibition, % at 100 µM; IC50 in µM for titrated hits; 0.02% of 340,000 active;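 active means phage lysis inhibition, versus mean bacterial control, above a set limit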;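 further: capsule biogenesis inhibitors block K1F phage lysis so surviving cells raise fluorescence; higher fluorescence means more inhibition of phage lysis; actives were called in the ten point dose series up to 300 µM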
TNAP activators: human TNAP enzyme activators, primary screen, biochemical, luminescent, no phosphate acceptor, uHTS (AID 1001); purified TNAP, luminescent activation assay, no phosphate acceptor; higher activation fold means a stronger effect; activation fold at 20 µM, or EC50 in µM where a hit was titrated; 0.03% of 200,000 active; in the data active means activation fold from about 3, or a potency from the dose series; inactive means the rest, 99 in 100 with activation fold below about 1.6; further: many of its hits are not listed in these tables
P. falciparum M17LAP: P. falciparum M17LAP inhibitors, primary screen, biochemical, fluorogenic H-Leu-NHMec substrate, 1536-well (AID 1619); one-dose inhibition, % at 30 µM; IC50 in µM for titrated hits; recombinant M17LAP, H-Leu-NHMec fluorogenic kinetic assay; higher % means a stronger effect; 0.38% of 220,000 active;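 active means compound inhibiting the enzyme by more than half at any dose during confirmatory dose-response retesting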;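 further: plate controls were full reaction with DMSO carrier for no effect and no enzyme background for full effect; strong numbers were not always called active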
human PMI inhibition: inhibitors of human PMI, primary screen, biochemical, fluorescence intensity, coupled assay (AID 1209); inhibition, % at 20 µM, or IC50 in µM where a hit was titrated; purified PMI enzyme, coupled fluorescence intensity; higher % means a stronger effect; 0.42% of 190,000 active;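 further: plate controls were DMSO vehicle for no effect and wells lacking substrate for full effect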
XIAP displacement: small molecules displacing peptide from XIAP – biochemical, IAP family, fluorescence polarization (AID 1018) | XIAP BIR domain, fluorescence polarization peptide displacement; higher % means a stronger effect | displacement, % at 20 µM; hits with a dose series show IC50 in µM | 0.007% of 200,000 active; in the data active means displacement above about 50%; further: a part of the inactive calls stands beside numbers as strong as those of hits
Hep lipid drop: modulators of hepatic lipid droplet formation; inhibition, % at 6.5 µM; AML12 mouse hepatocytes, oleate lipid droplets, BODIPY imaging; 0.4% of 240,000 active; AID 1656;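 active means lipid droplet intensity inhibited by at least 50%, with more than 500 cells counted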
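Test system: AML12 hepatocytes (mouse); reagent: oleate loading, 100 µM; dosing: one dose, 6.5 µM compound; incubation: overnight exposure; signal: fluorescence imaging, 20x objective, two fields per well; read-out basis: % inhibition of corrected integrated BODIPY droplet signal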
human PMI inhibitors: human PMI inhibitors, high substrate, primary screen, biochemical, fluorescence intensity, high mannose 6-phosphate (AID 1220); 0.66% of 190,000 active; recombinant PMI enzyme, coupled fluorescence intensity; higher % means a stronger effect; inhibition, % at 20 µM, or IC50 in µM where a hit was titrated
Siah-1 displacement: blockers of Siah-1 interaction with plectin peptide – biochemical, fluorescence polarization, rhodamine-plectin, uHTS, primary screen (AID 1817); Siah-1 / rhodamine-plectin peptide fluorescence polarization; higher % means a stronger effect; displacement, % at 20 µM; hits with a dose series show IC50 in µM; 0.02% of 290,000 active;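 active means displacement of at least 50% at 20 µM, with a fluorescence ratio check between 0.3 and a set limit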;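 further: plate controls were Siah plus tracer with DMSO for no effect and tracer alone without Siah for full effect; strong numbers were not always called active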
P. falciparum M1AAP: P. falciparum M1AAP inhibitors, biochemical, fluorogenic H-Leu-NHMec substrate, 1536-well (AID 1445); recombinant M1AAP, H-Leu-NHMec fluorogenic kinetic assay; higher % means a stronger effect; inhibition, % at 30 µM; hits with a dose series show IC50 in µM; 0.42% of 220,000 active;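 active means primary inhibition above the hit cutoff, then over 50% inhibition at one or more dose response concentrations, cut at about 23% in these data, passing the limit was not always enough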;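 further: plate controls were DMSO full reaction for no effect and no enzyme background for full effect; strong numbers were not always called active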
Hep lipid drop cells 6.5 µM: also measured in Hep lipid drop; calls as there; cell count; measured here: cell count, cytotoxicity flag;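 cells counted across two imaged fields per well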
* = called active by the depositor; nt = no result given; & = joins results of further samples; [ ] = remark or other dose. Unless noted, no stated cut-off is given here; in the data, active means inhibition above about 50%; inactive means the rest.

SMILES	UTI89 phage lysis	TNAP activators	P. falciparum M17LAP	human PMI inhibition	XIAP displacement	Hep lipid drop	Hep lipid drop cells 6.5 µM	human PMI inhibitors	Siah-1 displacement	P. falciparum M1AAP
Cc1ccccc1NC(=O)c1ccccn1	1.1%[50 µM]	nt	5%	nt	nt	11	652	nt	4%	7%
COCCCN1C(=O)c2ccc(C(=O)Nc3ccc(OC)cc3)cc2C1=O	0.2%	1	-2%	8%	-5.8%	5	782	0%	0%	1%
CCC/C(C)=N\Nc1nc2c(c(=O)n(C)c(=O)n2C)n1C	nt	nt	17%	nt	nt	9	710	nt	-1%	4%
COC(=O)COc1ccc(/C=N/NC(=O)c2ccc(N(Cc3ccccc3)S(C)(=O)=O)cc2)cc1	1.4%[50 µM]	1	8%	16%	-0.7%	20	725	6%	-4%	3%
Cc1ccc(O)c(-c2cc(C(=O)Nc3cccnc3)[nH]n2)c1	-0.1%	nt	-9%	nt	nt	3	746	nt	17%	0%
Cc1cccc(N(CC(=O)N=Nc2c(O)[nH]c3ccccc23)S(C)(=O)=O)c1C	5.6%	1.1	7%	10%	-2.6%	5	741	3%	0%	12%
Cc1ccc(-c2[nH]ncc2CNCCc2cnn(-c3ccccc3)c2)cc1C	0.5%	nt	17%	nt	nt	11	768	nt	-2%	9%
O=C(NC1CC1)C1CCN(c2ncnc3c2sc2cccc(F)c23)CC1	-1.6%	1.1	6%	8%	-5.3%	nt	nt	7%	-8%	3%
O=C(CSCc1ccccc1Cl)Nc1ccc2c(c1)OCCO2	8.2%	1	7%	6%	-6.5%	nt	nt	6%	1%	7%
Oc1cccc(/C=N/Nc2cccc3cccnc23)c1	-0.6%	nt	-2%	9%	-4.8%	3	697	20%	-3%	10%
Cc1ccc(NCc2nnc(SCC(=O)Nc3cccc(O)c3)n2CC2CCCO2)c(C)c1 (stereo not given)	-0.5%	1	10%	-2%	3.7%	nt	nt	16%	-2%	8%
N#CCN1C(=O)C2CCCN2c2ccc(S(=O)(=O)N3CCOCC3)cc21 (stereo not given)	-1.1%	1.1	9%	-80%	-3.8%	11	652	-75%	-2%	9%
O=C(c1ccc(CSc2nc3ccncc3[nH]2)cc1)N1CCCCCC1	1.5%[50 µM]	nt	-5%	nt	nt	1	731	nt	12%	7%
CN(CCCCCNC(=O)/C=N/O)Cc1ccccc1	nt	0.9	-8%	4%	-2.1%	-2	598	-2%	2%	1%
O=C(CNC(=O)c1ccccc1)NCC(=O)OCc1ccc(Cl)cc1	5.6%	1.1	-16%	-1%	-3.3%	nt	nt	-3%	4%	1%
O=C(N/N=C\c1cn[nH]c1-c1ccc(Cl)cc1)c1cccs1	0.2%	nt	3%	nt	nt	18	666	nt	2%	0%
COc1ccc(OC)c(N(CC(=O)N2CCC(C)CC2)S(=O)(=O)c2ccccc2)c1	6.6%	1	-4%	9%	-0.8%	nt	nt	12%	-2%	4%
COCCn1c(SCC(=O)c2ccccc2)nc2ccccc2c1=O	nt	1.1	3%	12%	-5.8%	-5	708	8%	12%	1%
C=CC[C@H]1CC(C)=C[C@H](CC=C)N1	13%	1.1	-1%	-13%	-2.6%	0	766	-5%	13%	5%
O=C(Cn1nc(C(F)(F)F)c2c1CCCC2)N1CCOCC1	-0.2%	1	-14%	4%	-7.4%	-5	586	8%	-2%	-3%
CCOc1ccc(NC(=S)Nc2ccccc2C2CC2)cc1	3.4%	1	25%	nt	0.5%	-7	677	nt	-2%	9%
O=C(CN1C(=O)C2CCCCC2C1=O)N1CCN(c2ccccc2)CC1 (stereo not given)	0.2%	1	-4%	-2%	-7.0%	-6	679	-4%	9%	4%
C(=N\Nc1ccc(-n2ccnc2)nn1)/c1ccccc1	1.3%	1	-8%	6%	-6.4%	1	751	-32%	6%	5%
Cn1c(C(=O)N2CCCC2)cc2c(=O)n(C)c3ccccc3c21	1.1%	1.2	6%	8%	-0.1%	nt	nt	17%	4%	4%
Cc1ccc(Br)cc1S(=O)(=O)N1CCN(c2ccccc2)CC1	0.6%	1	0%	14%	-7.3%	-3	633	12%	-2%	-3%

Laid out differently: results already given.
O=C(CNC(=O)c1ccccc1)NCC(=O)OCc1ccc(Cl)cc1
- UTI89 phage lysis: 5.6%
- TNAP activators: 1.1
- P. falciparum M17LAP: -16%
- human PMI inhibition: -1%
- XIAP displacement: -3.3%
- Hep lipid drop: nt
- Hep lipid drop cells 6.5 µM: nt
- human PMI inhibitors: -3%
- Siah-1 displacement: 4%
- P. falciparum M1AAP: 1%
N#CCN1C(=O)C2CCCN2c2ccc(S(=O)(=O)N3CCOCC3)cc21 (stereo not given)
- UTI89 phage lysis: -1.1%
- TNAP activators: 1.1
- P. falciparum M17LAP: 9%
- human PMI inhibition: -80%
- XIAP displacement: -3.8%
- Hep lipid drop: 11
- Hep lipid drop cells 6.5 µM: 652
- human PMI inhibitors: -75%
- Siah-1 displacement: -2%
- P. falciparum M1AAP: 9%

Next part
SMILES	UTI89 phage lysis	TNAP activators	P. falciparum M17LAP	human PMI inhibition	XIAP displacement	Hep lipid drop	Hep lipid drop cells 6.5 µM	human PMI inhibitors	Siah-1 displacement	P. falciparum M1AAP
Cc1ccc(C(=O)N/N=C/C2=Cc3ccccc3OC2C)cc1 (stereo not given)	4.5%[50 µM]	1.1	2%	8%	-4.6%	-1	575	1%	6%	11%
COc1ccc(/C(C)=N/NC(=O)C(NC(=O)c2ccccc2)c2n[nH]c(=O)c3ccccc23)c(OC)c1 (stereo not given)	0.8%[50 µM]	nt	0%	nt	nt	-1	775	nt	-2%	8%
Cc1cc(OCC(=O)Nc2ccc(F)c(F)c2)nc(C(C)C)n1	3.3%	1	-5%	9%	-25%	12	821	3%	2%	9%
COC(=O)CCS(=O)(=O)c1ccc(Cl)cc1	0.2%	1.2	-1%	-5%	-5.3%	8	710	-2%	2%	-9%
CCNC(=S)Nc1ccc(S(=O)(=O)Nc2cc(C)nc(C)n2)cc1	0.2%	1.1	-5%	-7%	-1.2%	6	707	-8%	6%	6%
O=C(Cn1[nH]c(=O)c2ccccc2c1=O)OCC(=O)N1CCc2ccccc2C1	0.2%	1	10%	-9%	-2.6%	nt	nt	-2%	-4%	4%
Cc1onc(-c2ccccc2)c1C(=O)N1CCN(C)CC1	2.8%	1.1	-3%	-10%	-2.2%	5	789	-4%	0%	3%
CN(C)/C=N/c1nc2nccc(-c3ccc(Cl)cc3)n2n1	-0.6%	0.9	-242%	-12%	-5.7%	nt	nt	-12%	1%	15%
COc1ccc(CC(=O)O)cc1O	0.6%	1.1	-1%	2%	-6.8%	7	707	3%	-3%	5%
COc1ccc(OC)c(C(=O)c2ccc(C(=O)N3CCN(Cc4csc(C)n4)CC3)cc2)c1	nt	1	0%	-1%	-7.2%	-8	660	-8%	0%	9%
O=C(c1cccs1)N(c1cccc(Cl)c1)C1C=CS(=O)(=O)C1 (stereo not given)	0.8%	1.1	-4%	12%	-12%	-29	725	5%	0%	-1%
COc1ccc2nc(C)cc(SCC(=O)O)c2c1	0.1%&-0.6%	1.1&1.1	6%&28%	-14%&7%	-1.3%&0.5%	1	742	-30%&5%	3%&6%	5%&2%
Cc1ccccc1N1C(=S)NC2c3ccccc3OC1(C)C2C(=O)N(C)C (stereo not given)	-0.1%	1.1	-3%	-10%	-3.3%	6	695	-12%	10%	1%
COc1ccc(N2C(=O)CC(N3CCC(O)(c4ccc(Cl)cc4)CC3)C2=O)cc1 (stereo not given)	2.6%	1.1	17%	5%	-0.6%	-3	787	2%	3%	4%
CCOC(=O)c1[nH]c(C)c(C(=O)OCC(=O)N2c3ccccc3CC2C)c1C (stereo not given)	1.8%	0.9	1%	-5%	-3.2%	nt	nt	-2%	1%	-2%
c1ccc(-c2noc(-c3cccc4ccccc34)n2)cc1	0.1%	1.1	-15%	13%	-8.3%	-21	644	13%	1%	0%
COC(=O)CCCCC1SCC2NC(=O)NC21 (stereo not given)	-0.1%	1.1	5%	-2%	-2.5%	-2	674	-4%	12%	-2%
O=C(CSc1nc2ccccc2[nH]1)Nc1nc(-c2ccccc2)c(-c2ccccc2)o1	-1.3%[50 µM]	1.3	-1%	6%	0.8%	2	590	-6%	4%	5%
CC1(C)CC(=O)C2=C(C1)N(c1ccccc1)C(=O)CC2c1ccc(O)cc1 (stereo not given)	0.6%	1.1	-6%	3%	-4.6%	-8	685	5%	12%	8%
CSc1nc(C)cc(C)c1C(N)=O	1.7%	1.1	7%	-5%	-0.4%	-6	745	-2%	2%	6%
CC(C)c1ccc(OCC(=O)N2CCCCCC2)c(Br)c1	4.5%	1.1	0%	4%	-1.3%	-10	615	0%	12%	5%
Cc1cc(NC(=O)c2cnn3c(C(F)F)cc(C4CC4)nc23)no1	0.0%	1	16%	10%	-17%	8	713	7%	-4%	7%
CCCCNC(=O)CCn1c(=O)c2ccccc2n(CC(=O)NCCc2ccc(OC)c(OC)c2)c1=O	0.3%[50 µM]	1.1	-4%	-6%	-3.0%	12	732	-2%	2%	3%
CCCc1cc(=O)oc2c(CN(CC)CC)c(O)c(Cl)cc12	0.2%	nt	-347%	nt	nt	10	796	nt	-2%	37µM*
CCOc1ccccc1NC(=O)CSCC(=O)Nc1ccccc1	4.3%	1.1	4%	-4%	-9.5%	57*	759*	-8%	-3%	4%
CN1CCN(C(=S)Nc2cccc(Cl)c2)CC1	0.7%	1.1	-19%	16%	-5.6%	29	665	8%	-2%	1%
Cc1ccc(C)c(Oc2coc3cc(OCC(=O)Nc4ccccc4C(C)C)ccc3c2=O)c1	nt	1.2	8%	12%	-2.8%	-19	606	13%	6%	2%
CCOc1ccccc1-n1c(CNc2ccc(F)cc2)nnc1SCC(=O)NCc1ccco1	-0.6%	1	3%	-10%	-5.1%	-1	696	0%	-5%	7%

Reformatted with each value named: part of the list above
COc1ccc(OC)c(C(=O)c2ccc(C(=O)N3CCN(Cc4csc(C)n4)CC3)cc2)c1
  UTI89 phage lysis = nt; TNAP activators = 1; P. falciparum M17LAP = 0%; human PMI inhibition = -1%; XIAP displacement = -7.2%; Hep lipid drop = -8; Hep lipid drop cells 6.5 µM = 660; human PMI inhibitors = -8%; Siah-1 displacement = 0%; P. falciparum M1AAP = 9%

O=C(c1cccs1)N(c1cccc(Cl)c1)C1C=CS(=O)(=O)C1 (stereo not given)
  UTI89 phage lysis = 0.8%; TNAP activators = 1.1; P. falciparum M17LAP = -4%; human PMI inhibition = 12%; XIAP displacement = -12%; Hep lipid drop = -29; Hep lipid drop cells 6.5 µM = 725; human PMI inhibitors = 5%; Siah-1 displacement = 0%; P. falciparum M1AAP = -1%
